Bcl-B displacement: displacers of TR3 peptide from Bcl-B, primary screen, selectivity assay for Bfl-1 inhibitor project, biochemical, fluorescence polarization. FP displacement of FITC-TR3 peptide from Bcl-B; higher % means a stronger effect. displacement, % at 20 µM; hits with a dose series show IC50 in µM. actives 0.11% (n = 96,000). AID 748;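 active = displacement above 50% at 20 µM plus a fluorescence interference ratio under 1.5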;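 also: plate controls were wells without compound for no effect and wells lacking Bcl-B protein for full effect; a part of the inactive calls stands beside numbers as strong as those of hits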
MRP resist rev: reverses drug resistance mediated by MRP. actives 0.04% (n = 85,000). H69AR cells + 2 uM doxorubicin, CellTiter-Glo, 72 h. differential viability (reversal), % at 10 µM. AID 602;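 active = viability drop by adding the cancer drug above about 55%, with treated viability meeting a 40% cutoff, limit read from the data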;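 also: viability without doxorubicin minus viability with 2 µM doxorubicin for each compound; larger differential means the compound sensitizes cells more to doxorubicin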
NFkB transloc inh: blocks IL-1B driven NFkB nuclear translocation in HUVEC cells. HUVEC IL-1B NFkB p65 nuclear translocation imaging. actives 0.43% (n = 94,000). inhibition, % at 2 µM. AID 796;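 active = inhibition above about 30% together with a positive call from visual inspection of the well image, limit read from the data; inconclusive = inhibition above a set limit but visual check negative; inactive = inhibition not above a set limit, visual check negative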;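 also: nuclear over cytoplasmic p65 intensity ratio measured by imaging; 0% = IL-1B stimulated DMSO wells and 100% = unstimulated DMSO wells; values of inactives mirror those of a sister screen read the other way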
NFkB transloc pot: enhances IL-1B driven NFkB nuclear translocation; HUVEC IL-1B NFkB p65 nuclear translocation imaging; activation, % at 2 µM; actives 0.3% (n = 94,000);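 active = activation above 40%, about the mean plus 3 SD, also judged a hit on visual image review; inconclusive = activation above 40% but not a hit on visual review; inactive = activation not above 40% and no visual hit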;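 also: percent activation is computed from the nuclear over cytoplasmic p65 intensity ratio; values of inactives mirror those of a sister screen read the other way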
PLAP inhibitors HTS: PLAP enzyme inhibitors, biochemical, luminescence, HTS (AID 690); one-dose inhibition, % at 20 µM; IC50 in µM for titrated hits; actives 0.08% (n = 96,000); purified PLAP, luminescent substrate; higher % means a stronger effect; in the data active = a potency from the dose series; inactive = the rest, 99 in 100 with inhibition below about 30%; also: strong numbers were not always called active
MRP resist rev cytotoxicity: also measured in MRP resist rev; calls as there; viability, %; H69AR cells, CellTiter-Glo, 72 h; measured here: cytotoxicity without doxorubicin
MRP resist rev with doxorubicin: further read-out of MRP resist rev, marked with its call; viability, %; measured here: viability with 2 uM doxorubicin; stronger effect = lower value
NFkB transloc inh cell count 2 µM: also measured in NFkB transloc inh; calls as there; cell count; measured here: cells passing quality filter;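 raw number of nuclei counted in each imaged well without normalization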
NFkB transloc pot cell count 2 µM: second read-out of NFkB transloc pot, no call of its own (marks repeat the call); cell count; measured here: cells passing quality filter
Active calls of the source: *; ? = inconclusive; · = no result given. Not all compounds are listed; count on the stated rates, not on these rows.

SMILES	Bcl-B displacement	MRP resist rev	MRP resist rev cytotoxicity	MRP resist rev with doxorubicin	NFkB transloc inh	NFkB transloc inh cell count 2 µM	NFkB transloc pot	NFkB transloc pot cell count 2 µM	PLAP inhibitors HTS
Cc1ccccc1NC(=O)CN1C(=O)NC(C)(c2ccc3c(c2)OCO3)C1=O (stereo unspecified)	7.4%	2.1	92.7	90.6	-11.1	63	11.1	63	18.9%
Cc1ccc(C)c2[nH]c(=O)c(CN(CC3CCCO3)C(=O)NC3CCCCC3)cc12 (stereo unspecified)	-1.8%	-14.9	55.6	70.5	·	·	·	·	-43.3%
O=C(COC(=O)c1cncc(Br)c1)NC1CC1	-1.2%	8.8	88.8	80.0	-7.5	184	7.5	184	13.8%
NC(=S)n1[nH]c(-c2ccc([N+](=O)[O-])cc2)c(N=Nc2ccc(O)cc2)c1=O	40.4%	-17.7	83.6	101.3	-1.8	72	1.8	72	25.6%
COc1ccccc1CCNC(=O)CCSc1nc(-c2ccco2)cc(C(F)(F)F)n1	·	3.5	60.1	56.6	9.5	116	-9.5	116	·
Cc1ccc(OCC(=O)Nc2ccccc2N2CCOCC2)c(C)c1	-5.0%	-0.1	85.7	85.8	5.7	167	-5.7	167	-59.0%
COc1ccc(-c2nc(SC)n(S(=O)(=O)c3ccccc3)n2)cc1	-5.0%	3.5	99.3	95.8	-3.8	133	3.8	133	22.4%
O=C1CC(c2cccs2)c2cc3c(cc2N1)OCCO3 (stereo unspecified)	1.1%	-26.1	18.2	44.3	5.3	148	-5.3	148	-1.7%
Cc1c(=O)n(OCc2cccc(F)c2)c2ccccc2[n+]1[O-]	-3.6%	7.6	82.0	74.4	10.1	208	-10.1	208	1.9%
COc1ccc(Oc2cc(C)c3cccc(C)c3n2)cc1	-5.2%	15.3	95.7	80.3	·	·	·	·	20.4%
O=[N+]([O-])c1cc(-c2ccc(/C=N/c3nc4ccccn4c3-c3ccco3)o2)ccc1Cl	·	·	·	·	22.6	173	-22.6	173	40.2%
CCOC(=O)C1C(=O)CC(C)(O)C(C(=O)OCC)C1c1ccc(Br)cc1 (stereo unspecified)	2.1%	23.9	64.8	40.8	-7.1	120	7.1	120	-82.9%
Cc1ccc(-c2cn3c(=S)[nH]nc3s2)cc1	-2.6%	21.8	95.3	73.5	-5.7	94	5.7	94	-25.0%
c1ccc(OCc2nnc3sc(C4COc5ccccc5O4)nn23)cc1 (stereo unspecified)	25.0%	9.1	88.4	79.4	10.0	164	-10.0	164	-7.1%
COc1ccc(-c2cnc(SCC(=O)Nc3ccc4c(c3)OCO4)n2Cc2ccco2)cc1	-60.1%	-1.7	72.9	74.5	8.6	133	-8.6	133	-80.7%
O=C(CSc1oc(-c2ccco2)nc1S(=O)(=O)c1ccc(F)cc1)NCC1CCCO1 (stereo unspecified)	·	21.0	90.0	69.0	-26.4	125	26.4	125	·
CCC(c1nnc(SCC(=O)NC23CC4CC(CC(C4)C2)C3)o1)N(C)C (stereo unspecified)	-1.9%	0.6	93.7	93.1	2.1	194	-2.1	194	4.8%
O=C(CSc1nnc(-c2ccco2)o1)NC1CCCCCC1	-0.2%	-6.4	95.0	101.4	-18.0	176	18.0	176	-10.4%
Cc1ccc(/C=C(\C#N)C(=O)Nc2c(C)cccc2C)s1	-183.1%	·	·	·	0.1	185	-0.1	185	20.5%
O/N=C1/CCSc2ccccc21	8.1%	·	·	·	-9.5	143	9.5	143	-1.8%

Random excerpt: 2 compounds from above
SMILES	Bcl-B displacement	MRP resist rev	MRP resist rev cytotoxicity	MRP resist rev with doxorubicin	NFkB transloc inh	NFkB transloc inh cell count 2 µM	NFkB transloc pot	NFkB transloc pot cell count 2 µM	PLAP inhibitors HTS
COc1ccc(-c2nc(SC)n(S(=O)(=O)c3ccccc3)n2)cc1	-5.0%	3.5	99.3	95.8	-3.8	133	3.8	133	22.4%
CCOC(=O)C1C(=O)CC(C)(O)C(C(=O)OCC)C1c1ccc(Br)cc1 (stereo unspecified)	2.1%	23.9	64.8	40.8	-7.1	120	7.1	120	-82.9%

Looked up above.
`Cc1ccc(OCC(=O)Nc2ccccc2N2CCOCC2)c(C)c1` – MRP resist rev with doxorubicin = 85.8
`Cc1ccc(-c2cn3c(=S)[nH]nc3s2)cc1` – NFkB transloc inh cell count 2 µM = 94
`O=C(CSc1nnc(-c2ccco2)o1)NC1CCCCCC1` – NFkB transloc pot cell count 2 µM = 176

The listing picks up; the 4 compounds before the break are reprinted first.
SMILES	Bcl-B displacement	MRP resist rev	MRP resist rev cytotoxicity	MRP resist rev with doxorubicin	NFkB transloc inh	NFkB transloc inh cell count 2 µM	NFkB transloc pot	NFkB transloc pot cell count 2 µM	PLAP inhibitors HTS
CCC(c1nnc(SCC(=O)NC23CC4CC(CC(C4)C2)C3)o1)N(C)C (stereo unspecified)	-1.9%	0.6	93.7	93.1	2.1	194	-2.1	194	4.8%
O=C(CSc1nnc(-c2ccco2)o1)NC1CCCCCC1	-0.2%	-6.4	95.0	101.4	-18.0	176	18.0	176	-10.4%
Cc1ccc(/C=C(\C#N)C(=O)Nc2c(C)cccc2C)s1	-183.1%	·	·	·	0.1	185	-0.1	185	20.5%
O/N=C1/CCSc2ccccc21	8.1%	·	·	·	-9.5	143	9.5	143	-1.8%
CC(=O)N1CCN=C1SCc1cccc(C(F)(F)F)c1	6.4%	1.5	100.7	99.2	-19.6	184	19.6	184	6.8%
Cn1cccc1CNC1CCCC1	-1.5%	·	·	·	0.5	153	-0.5	153	17.6%
Cc1ccc2cc3c(N)c(C(=O)N4CCOCC4)sc3nc2c1	-15.2%	6.9	87.7	80.7	5.4	174	-5.4	174	-6.2%
O=S(=O)(c1cnccc1N1CCN(/N=C/c2ccc(Cl)cc2)CC1)N1CCCCC1	8.0%	·	·	·	0.8	189	-0.8	189	-4.3%
CC(=O)c1cc(C)ccc1OC(=O)c1cccnc1	-16.1%	9.9	85.1	75.2	-4.2	113	4.2	113	5.6%
O=C(Cn1nc(C(F)(F)F)c2c1CCC2)NCc1ccc(Cl)cc1	·	12.6	99.9	87.3	2.3	120	-2.3	120	·
O=c1cc(O)n(-c2ccccc2)c(=S)[nH]1	·	0.0	96.8	96.8	-3.5	76	3.5	76	·
O=C(O)CSc1cccc2cccc(C(=O)O)c12	-2.2%	-4.2	104.1	108.2	·	·	·	·	-28.3%
CC1(C)Cc2c(C#N)c(N3CCN(C(=O)c4ccccc4)CC3)nc(-c3ccco3)c2CS1	·	·	·	·	-7.2	173	7.2	173	·
O=C(NCCc1ccccc1)c1cc2sccc2n1Cc1ccccc1	4.8%	5.9	71.3	65.4	-4.1	189	4.0	189	-13.0%
O=C(CCn1nnc2ccccc21)Nc1nnc(Cc2ccc(F)cc2)s1	2.7%	1.8	93.0	91.3	·	·	·	·	-6.7%
COCCCNC(=O)c1ccc2c(=O)n(C3CCCC3)c(=S)[nH]c2c1	3.9%	-3.7	93.3	97.0	9.8	140	-9.8	140	-9.0%
Cc1noc(C)c1COc1cccc(C(=O)OCC(=O)N2CC(=O)Nc3ccccc32)c1	3.2%	-27.7	22.5	50.1	20.3	78	-20.3	78	7.5%
COC(=O)CSc1ncnc2c1sc1nc(-c3ccco3)c3c(c12)CC(C)(C)OC3	-3.9%	·	·	·	0.2	154	-0.2	154	-52.0%
O=C(NCC1CCCO1)C(C(=O)c1ccc(F)cc1)n1ccccc1=O (stereo unspecified)	9.1%	-16.6	94.9	111.6	19.3	118	-19.3	118	-24.0%
CCCOC(=O)c1ccc(OCC(O)CN2C(=O)NC(C)(C)C2=O)cc1 (stereo unspecified)	1.9%	7.0	97.5	90.5	11.9	162	-11.9	162	4.4%
COn1c(=O)c(=O)n(O)c2ccccc21	1.1%	-6.7	89.5	96.2	-15.0	187	15.0	187	-3.2%
CCC(C)c1ccc(NC(=O)c2cccs2)cc1 (stereo unspecified)	-7.7%	-3.3	96.8	100.1	-1.6	176	1.6	176	22.6%
NC(=O)CSc1nc2scc(-c3ccco3)c2c(=O)n1-c1ccccc1	10.0%	4.2	72.8	68.6	-13.3	124	13.3	124	-15.5%
O=C(NCc1ccc2c(c1)OCO2)c1cc(-c2ccccc2Cl)on1	1.9%	-1.4	83.8	85.2	-2.4	169	2.4	169	17.8%
Cc1onc(-c2ccccc2)c1C(=O)N1CCCSC1=Nc1ccccc1	-3.9%	1.9	88.0	86.0	-11.2	159	11.2	159	-43.7%
COc1ccc(-c2c(C)nn(-c3ccccc3)c2N)cc1OC	·	3.8	92.4	88.6	-18.7	103	18.7	103	·
CC(=O)NCc1ccc(-c2csc(N)n2)s1	-17.3%	-22.8	79.3	102.2	3.2	111	-3.2	111	-15.7%
NS(=O)(=O)c1ccc(CCNc2nc(CN3CCOCC3)nc3sc4c(c23)CCC4)cc1	1.9%	-9.4	16.4	25.7	-11.1	114	11.1	114	-58.9%
CCCN(C(=O)CSc1nnc(-c2ccoc2C)n1N)C1CCS(=O)(=O)C1 (stereo unspecified)	1.0%	-9.1	91.1	100.1	-14.7	143	14.7	143	-29.7%
CCN1C(=O)c2ccc(C(=O)Nc3nccs3)cc2C1=O	-2.1%	-2.5	93.4	96.0	-14.9	120	14.9	120	17.8%
O=C(CN(C(=O)CNC(=O)c1ccco1)c1ccc2c(c1)OCO2)NC1CCCCC1	5.9%	15.1	101.1	86.0	1.5	194	-1.5	194	-52.4%
CCC(O)c1cc2c(cc1NC(=O)c1ccc(C)cc1)OCCO2 (stereo unspecified)	-7.5%	6.3	79.3	73.1	-0.4	169	0.4	169	28.5%
COc1ccc(N2C(=O)CCC(C(=O)N3CCCCC3)C2c2ccc(F)cc2)cc1 (stereo unspecified)	-6.2%	9.4	99.8	90.5	·	·	·	·	-42.2%
COc1ccccc1CNC(=O)Cn1nnc(-c2ccncc2)n1	-4.4%	-3.0	92.8	95.8	-5.8	134	5.8	134	-5.0%
C=CCn1c(=N)n(CC(=O)OC)c2ccccc21	1.3%	-3.1	97.9	101.0	-52.8	163	?	·	-15.7%
O=S1(=O)c2ccccc2N=NN1Cc1ccc(Cl)cc1	4.0%	0.7	1.1	0.4	2.0	63	-2.0	63	-30.7%
C=CCn1c(Cc2cccs2)nnc1SCC(=O)Nc1ccc(OC)cc1	5.4%	-11.2	79.2	90.4	-6.0	117	6.0	117	29.3%
Cc1ccc(N2CC(C(=O)NCCCn3ccnc3)CC2=O)cc1 (stereo unspecified)	-1.5%	5.1	89.1	84.0	6.0	141	-6.0	141	-59.7%
CC(NC(=O)CSc1nc2c(c(C(F)(F)F)n1)CCc1ccccc1-2)c1ccccc1 (stereo unspecified)	·	-4.4	83.6	88.0	2.3	111	-2.3	111	·
CCN(CC)c1ncnc2sc3c(c12)CCC3	17.3%	-4.0	83.1	87.1	-8.9	165	8.9	165	-7.7%
COc1ccc(C(=O)Nc2ccc(S(=O)(=O)N3CCCCC3)cc2)cc1OC	-2.3%	-15.5	67.3	82.7	2.9	134	-2.9	134	11.6%
O=C(CN1CCCCCC1)Nc1cccc2c1OCO2	-3.7%	-2.1	91.3	93.4	-7.6	80	7.6	80	15.9%
CC(O)/C=C/c1cccc[n+]1C (stereo unspecified)	14.9%	4.2	97.4	93.2	-9.7	175	9.7	175	11.2%
COc1ccc(-c2cn3ccccc3n2)cc1OC	5.4%	13.3	50.8	37.5	-10.8	118	10.8	118	15.1%
C=CCNC(=O)CN1CCC(O)(c2ccc(F)cc2)CC1	5.5%	10.9	93.6	82.7	-9.3	171	9.3	171	-12.5%
COc1cc2nc(CN(C)CC(=O)Nc3ccc(N4CCOCC4)cc3)[nH]c(=O)c2cc1OC	-3.0%	-2.5	81.8	84.3	·	·	·	·	-125.8%
COc1cc(SC)ccc1C(=O)NCCCOC(C)C	-10.8%	22.5	111.2	88.8	-5.5	138	5.5	138	9.2%
N#CC(C(=O)CCN1C(=O)C2CC=CCC2C1=O)c1nc2ccccc2[nH]1 (stereo unspecified)	-1.4%	31.6	94.3	62.7	-4.8	112	4.8	112	0.8%

Bioassay records from PubChem BioAssay.
